Bioassay records: PubChem, National Center for Advancing Translational Sciences (NCATS)
FBPA Giardia inh – blocks Giardia fructose-bisphosphate aldolase activity | 290,000 tested, 0.71% active | purified Giardia FBPA | Potency, µM (top dose mostly 59.6 µM), for inactives: at the top dose activity, negative = inhibition, hits mostly inhibitors | AID 2451; active = well fitted inhibition curve with a large enough effect; inconclusive = small, poorly fitted or top-dose-only effect, or effect the other way; also: nearly all actives have a fitted effect of over 55% in size
Target sequence (A8B2U2 whole entry, looked up): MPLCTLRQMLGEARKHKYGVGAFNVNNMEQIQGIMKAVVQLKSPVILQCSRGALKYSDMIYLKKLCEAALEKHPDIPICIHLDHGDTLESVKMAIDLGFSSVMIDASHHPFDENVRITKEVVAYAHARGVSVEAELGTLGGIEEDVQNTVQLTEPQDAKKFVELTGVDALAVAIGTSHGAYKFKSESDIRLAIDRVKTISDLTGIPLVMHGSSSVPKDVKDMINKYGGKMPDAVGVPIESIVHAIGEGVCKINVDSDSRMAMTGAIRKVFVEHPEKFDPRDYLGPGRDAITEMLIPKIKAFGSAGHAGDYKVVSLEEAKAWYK
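Giardia FBPA (40 nM reagent) was preincubated 10 min at RT with compound (up to 57.5 uM final), then substrate plus GAPDH/TPI/NAD/arsenate coupling system with diaphorase/resazurin was added; resorufin fluorescence (525/598 nm) was read after 20 min.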
The depositor's hits bear a star; ? = inconclusive; & = joins results of further samples; [ ] = remark or other dose. % is scaled to controls: 0 for no effect and ±100 for the full control effect; potency is read from the fitted curve at half-maximal effect.

Structure | FBPA Giardia inh
COC(=O)CCCC1=CC2=CC(=O)C(C)(OC(=O)c3cccs3)C(=O)C2=CN1C(CO)CO (centres undefined) | ?
COc1c(O)c(O)cc2c1oc1c3cc(C)ccc3oc(=O)c21 | -25.0%
O=C1C=C(O)c2ccccc2C1=O | ?
COc1ccc(-c2nc3cnc(OC)nc3n(-c3ccccc3)c2=O)cc1 | 5.5%
COC(=O)NC(c1ccc(F)cc1)C(C(C)=O)C(=O)OC (centres undefined) | -0.4%[12.9 µM]
CC(C)C[C@H](NC(=O)[C@@H](Cc1c[nH]c2ccccc12)NC(=O)[C@H](Cc1ccc(O)cc1)NC(=O)[C@H](CO)NC(=O)[C@H](Cc1c[nH]c2ccccc12)NC(=O)[C@H](Cc1cnc[nH]1)NC(=O)[C@@H]1CCC(=O)N1)C(=O)N[C@@H](CCCN=C(N)N)C(=O)N1CCC[C@H]1C(=O)NCC(N)=O | 4.5%
CO[C@H]1COC(=O)[C@H](C)NC(=O)[C@@H](C)COC(=O)C/C=C\[C@@H]1C | 1.7%[12.9 µM]
NC(N)=NCCC[C@H](NC(=O)CC1(CC(=O)N2CCN(C3c4ccccc4NC(=O)c4ccccc43)CC2)CCCC1)C(=O)NCCn1c(=O)n(-c2ccccc2)n(-c2ccccc2)c1=O (some centres undefined) | 1.3%
CCNc1ncc2nc(-c3ccccc3)c(=O)n(CCOC)c2n1 | 0.4%
Nc1nc(/C(=C/CC(=O)O)C(=O)NC2C(=O)N3C(C(=O)O)=CCSC23)cs1 (centres undefined) | ?

Of the compounds above, these have sulfur:
Structure | FBPA Giardia inh
COC(=O)CCCC1=CC2=CC(=O)C(C)(OC(=O)c3cccs3)C(=O)C2=CN1C(CO)CO (centres undefined) | ?
Nc1nc(/C(=C/CC(=O)O)C(=O)NC2C(=O)N3C(C(=O)O)=CCSC23)cs1 (centres undefined) | ?

The listing continues.
Structure | FBPA Giardia inh
CC(=O)OCOC(=O)CNc1ccccc1OCCOc1ccccc1NCC(=O)OCOC(C)=O | -8.0%
NC1CCCCC1N (centres undefined) | 0.0%
CN(C)c1ccc(-c2cncnc2N(C)Cc2ccco2)cc1 | -3.8%
Clc1ccc(Cl)cc1 | -1.6%
COc1ccccc1CN1CC[C@@]2(CCCN(C(=O)c3cccc(F)c3)C2)C1 | -15.8%
C[C@H]1CC[C@H](C(=O)O)N[C@@H]1c1ccc(C#Cc2ccccc2)cc1 | -1.8%[12.9 µM]
CCCCC/C=C\C/C=C\C/C=C\C/C=C\CCCC(=O)C(F)(F)F | -9.1%
CCC(=O)[C@@]1(O)C(=O)N2C(=C3C(=O)OCCC31)N(Cc1ccccc1)C(C)=C(C(=O)OC)C2c1ccccc1 (some centres undefined) | -3.7%[12.9 µM]
c1ccc(-c2cc3c(nc2-c2ccccc2)CCNC3)cc1 | -3.5%[12.9 µM]
COC(=O)CCCC1=CC2=CC(=O)C(C)(OC(=O)c3ccc(Cl)nc3)C(=O)C2=CO1 (centres undefined) | -5.5%

(continued)
Structure | FBPA Giardia inh
CC(=O)OC[C@H]1O[C@@H](O/N=C(\C)CCN2CCCc3nc(C)c(C)cc32)[C@H](OC(C)=O)[C@@H](OC(C)=O)[C@H]1OC(C)=O | 0.5%[12.9 µM]
CCC1=C(OC(=O)N(CC)CC)N2C(=O)OC(=NCCOC)[C@]2(C)[C@H]2C1=CC[C@H]1C(=O)N(CC(=O)OC)C(=O)[C@H]12 | -5.7%
COc1ccc(/C(=C\C(=O)O)c2nccc3cc(OC)c(OC)cc23)cc1OC | -7.1%
COC(=O)N[C@H](C[N+](=O)[O-])C(C)(C)C | -0.5%
Cc1noc(C)c1C(=O)N1CCC[C@@]2(CCN(C(c3ccccc3)c3ccccc3)C2)C1 | 0.9%
O=C(O)Cc1cccc(OCCCN(Cc2cccc(C(F)(F)F)c2Cl)CC(c2ccccc2)c2ccccc2)c1 | -9.8%
O=c1c(-c2ccc(F)cc2)nc2cnc(N3CCOCC3)nc2n1Cc1ccc(F)cc1 | -12.0%
C#CCCCO/N=C1/C[C@@H](O)[C@@H](O)[C@@H]2[C@@H]3C(=O)N(Cc4ccc5c(c4)OCO5)C(=O)[C@H]3CC[C@@H]12 | 0.7%[12.9 µM]
N=C(N)c1ccc(OCCCCCOc2ccc(C(=N)N)cc2)cc1 (tested in a mixture with another compound) | -0.7%
O=S(=O)(NCCc1ccccc1)c1ccccc1Br | -21.6%

Continuation.
Structure | FBPA Giardia inh
Cn1cccc1C(=O)N1CCC2(CCN(C(=O)Nc3cccc(C#N)c3)CC2)CC1 | 3.6%
Cc1cnc(CNc2ncncc2-c2ccc(N(C)C)cc2)cn1 | ?
O=C1CCCC1C(O)c1ccc2ccccc2c1 (centres undefined) | 2.3%
CC(C)(C)OC(=O)N1CC[C@H]1COc1cnc[c]([Sn]([CH3])([CH3])[CH3])c1 | 0.5%[12.9 µM]
C=COCC1CN2C(CCC(C)C2c2ccc(Br)cc2)C(=O)O1 (centres undefined) | 5.8%&0.6%[12.9 µM]
CCc1c2c(nc3cccc(C(C)C)c13)-c1cccc(=O)n1C2 | -26.6%
Nc1ncnc2c1ncn2C1CC(O)C(CO)O1 (centres undefined) | 1.8%&-0.9%
COC(=O)[C@@]1(C)C[C@@H]1[C@@H](NC(=O)[C@@]1(C)C[C@@H]1[C@@H](NC(=O)[C@@]1(C)C[C@@H]1[C@@H](NC(=O)[C@@]1(C)C[C@@H]1[C@@H](NC(=O)OCc1ccccc1)c1ccccc1)c1ccccc1)c1ccccc1)c1ccccc1 | 5.6%
CC1(C)CC2C1CC[C@]1(C)CCC3C(C(=O)O)CC(=O)O[C@]32C1 (some centres undefined) | -1.9%
CCC(C)C(=O)OC1CC(C)C=C2C=CC(C)C(CCC3CC(O)CC(=O)O3)C21 (centres undefined) | 0.8%

Going on with the list.
Structure | FBPA Giardia inh
CC1CC[C@@]2(C(=O)O)CCC3(C)C(=CCC4[C@]5(C)CC(O)C(O)[C@](C)(CO)C5C(O)C[C@@]43C)C2C1C (some centres undefined) | 7.8%
CO[C@]12C[C@@H](COC(=O)c3cncc(Br)c3)CN(C)[C@@H]1Cc1cn(C)c3cccc2c13 | -8.6%
CCNc1ncc2nc(-c3ccc(OC)cc3)c(=O)n(-c3ccc(OC)cc3)c2n1 | -11.2%
CN1CCC(=O)N(C(CSc2ccc(Br)cc2)c2ccccc2)CC1 (centres undefined) | 6.8%
O=C(/C=C/c1ccc(O)cc1)OC[C@H]1O[C@@H](Oc2c(-c3ccc(O)cc3)oc3cc(O)cc(O)c3c2=O)[C@H](O)[C@@H](O)[C@@H]1O | 3.6%
CC1(OC(=O)c2cccs2)C(=O)C=C2C=C(c3ccsc3)OC=C2C1=O (centres undefined) | 1.6%
CC/C=C\C/C=C\C/C=C\C/C=C\C/C=C\CCCCCC(=O)O | -4.2%
O=C(CCN1CCCCC1)Nc1ccc2c(c1)C(=O)c1ccc(NC(=O)CCN3CCCCC3)cc1C2=O | 0.0%
COCCn1c(=O)cnc2cnc(Oc3ccccc3)nc21 | -8.5%
C[C@](O)(C(=O)Nc1ccc(S(=O)(=O)c2ccccc2)cc1)C(F)(F)F | 14.0%

Next part.
Structure | FBPA Giardia inh
CC(=O)NCCNc1nc(-c2ccccc2Cl)nc2ccccc12 | -15.0%
COCC(=O)N1CCC[C@@]2(CCN(c3ncccn3)C2)C1 | 9.7%
CC(C)C[C@H]1C(=O)N2CCCC2[C@]2(O)O[C@](NC(=O)[C@@H]3C=C4c5cccc6[nH]c(Br)c(c56)C[C@H]4N(C)C3)(C(C)C)C(=O)N12 (some centres undefined) | -16.4%
COC(=O)[C@@]1(Cc2ccccc2)[C@H]2c3cc(C(=O)N4CCCC4)n(CC4CC4)c3C[C@H]2CN1C(=O)c1ccccc1 | 0.1%
CCNc1ncc2nc(C)c(=O)n(Cc3cccs3)c2n1 | 0.7%
CN1CCN(c2ncc3nc(-c4cn(C)c5ccccc45)c(=O)n(Cc4cccs4)c3n2)CC1 | 5.4%
O=C(/C=C\c1ccccc1)c1ccccc1O | 0.0%[12.9 µM]
O=C1[C@H]2[C@H]3[C@H](O)[C@H](O)C/C(=N/OC[C@@H](O)COCc4ccco4)[C@H]3CC[C@@H]2C(=O)N1Cc1ccc2c(c1)OCO2 | 0.0%[12.9 µM]
CN(C)Cc1ccccc1-c1cncnc1Nc1ccncc1 | -1.2%
Cc1ccccc1Nc1oc(-c2ccccc2)nc1-c1ccccc1F | -5.9%

Remaining list, next part
Structure | FBPA Giardia inh
COc1ccc(NC(=O)N2CCC3(CC2)CCN(C(=O)c2cccn2C)CC3)cc1 | -3.8%
CC1(C)O[C@@H]2C[C@H]3[C@H]4C[C@H](F)C5=CC(=O)CC[C@]5(C)[C@@H]4[C@H](O)C[C@]3(C)[C@]2(C(=O)CO)O1 | 5.1%[21.7 µM]
CC(=O)OC[C@@H]1O[C@H](C/C=N\OC[C@@H](C)[C@H](OCc2ccccc2)C(C)C)C=C[C@@H]1OC(C)=O | 2.0%[12.9 µM]
CNC1=CN(O)C(c2ccccc2)=c2cc(Cl)ccc2=N1 | 9.3%
CCOC(=O)c1cnc2c(cnn2CC)c1NN=C(C)C | -8.7%&-17.5%
O=C(c1ccco1)N1CCC2(CCCN(C(c3ccccc3)c3ccccc3)C2)CC1 | 5.4%
CCN1C(=O)[C@H]2[C@H]3[C@H](O)[C@H](O)C/C(=N/OCC(C)C)[C@@H]3CC[C@@H]2C1=O | -1.8%[12.9 µM]
O=c1cc(N2CCOCC2)oc2c(-c3ccccc3)cccc12 | -1.8%&-6.6%
COc1ccc(CC(N)C(=O)N[C@H]2[C@@H](O)[C@H](n3cnc4c(N(C)C)ncnc43)O[C@@H]2CO)cc1 (some centres undefined) | -19.3%
CSc1ccc2c(c1)N(CC[C@H]1CCCCN1C)c1ccccc1S2 | 1.8%[21.7 µM]

More results follow.
Structure | FBPA Giardia inh
Cc1noc(C)c1-c1cc(NCCN2CCOCC2)ncn1 | 0.5%
COc1cc2c(cc1O)[C@H]1Cc3ccc(OC)c(O)c3CN1CC2 | -19.0%[21.7 µM]
CC(O)[C@@H](O)[C@H]1CNc2nc(N)[nH]c(=O)c2N1 (some centres undefined) | -0.9%
CCC1=C2CC[C@H]3C(=O)N(CC(=O)OC)C(=O)[C@H]3[C@H]2[C@@]2(Cc3ccccc3)C(=NCCOC)OC(=O)N2C1=O | -1.9%
O=c1ccc2cc(O[C@H]3O[C@@H](CO)[C@@H](O)[C@@H](O)[C@@H]3O)c(O)cc2o1 | 0.0%[21.7 µM]
COc1ccc([N+](=O)[O-])c2c1CCN2C(=O)CC[C@H](N)C(=O)O | -10.1%
CC[C@H](C)[C@H](NC(=O)[C@H](Cc1ccc(O)cc1)NC(=O)[C@H](Cc1cnc[nH]1)NC(=O)[C@H](CCCNC(=N)N)NC(=O)[C@H](CC(C)C)NC(=O)[C@H](C)NC(=O)[C@@H](N)CO)C(=O)N[C@@H](CC(N)=O)C(=O)N[C@@H](CC(C)C)C(=O)N[C@H](C(=O)N[C@H](C(=O)N[C@@H](CCCNC(=N)N)C(=O)N[C@@H](CCC(N)=O)C(=O)N[C@@H](CCCNC(=N)N)C(=O)N[C@@H](Cc1ccc(O)cc1)C(N)=O)[C@@H](C)O)[C@@H](C)CC | -0.2%
COC(=O)N[C@@H](CCc1ccccc1)/C(C(=O)OC)=C(\C)NCc1ccccc1 | 1.2%
CN(C)C(=O)c1ccc(-c2cncnc2NCCc2cnc[nH]2)cc1 | -3.1%
O=C(c1ccc(Nc2nccc(-c3cc4ccccc4s3)n2)cc1)N1CCC(N2CCCC2)CC1 | -10.2%

Other compounds follow:
Structure | FBPA Giardia inh
COc1ccc(C(=O)N2CCC3(CC2)CCN(c2ccncc2)CC3)cc1 | 4.0%
COc1ccc(-c2nc3cnc(Nc4cccc(OC)c4)nc3n(Cc3cccs3)c2=O)cc1 | 2.7%
COC(=O)C1(C(=O)OC)C/C=C\Cc2ccccc2[C@@H]1C[N+](=O)[O-] | -1.0%&-6.8%&1.9%
CCCCCC1C(=O)CCC1CC(=O)O (centres undefined) | -1.6%
C[C@@H]1CC[C@H]2[C@@H](C)C(=O)O[C@@H]3OC4(C)CC[C@@H]1C32OO4 (some centres undefined) | 0.4%
O=c1c(-c2ccc(Cl)cc2)nc2cnc(N3CCNCC3)nc2n1-c1ccccc1 | 4.4%
COCCNC(=O)C1(CC(C)C)C=CCN1C(=O)c1ccccc1 (centres undefined) | 3.2%
COC(=O)C1=C(C(=O)OC)[C@@H]2Nc3ccccc3[C@@]23C[C@@H](C(=O)OC)N(S(=O)(=O)c2ccc([N+](=O)[O-])cc2)C3=N1 | -7.2%[12.9 µM]
CCCCCCN(C(=O)CCCCCN1C(=O)NC(C2CCCCC2)C(C(=O)OCc2ccccc2)=C1C)C(C(=O)NCCCC)c1ccc(OCC(=O)OC)c(C(=O)OC)c1 (centres undefined) | 6.6%
CC[C@]1(c2cccc(O)c2)CCCCN(C)C1 | 1.7%[21.7 µM]

(next part)
Structure | FBPA Giardia inh
CC(C)C(=O)N[C@@H]1CCCN1C(=O)/C=C\c1ccccc1 | -0.7%[12.9 µM]
CCCCC[C@H](O)/C=C\[C@H]1[C@H](C/C=C\CCCC(=O)O)[C@@H](O)C[C@H]1O (tested in a mixture with another compound) | -2.8%[21.7 µM]
Cc1noc(C)c1C(=O)N1CCC[C@@]2(CCN(Cc3cc(C(F)(F)F)cc(C(F)(F)F)c3)C2)C1 | 1.0%
c1ccc2c(c1)c1cc[n+]2CCCCC[n+]2ccc(c3ccccc32)NCCCCCN1 | -0.8%
Cc1nc(Nc2ccccc2)c2nc(-c3ccccc3)n(CCN3CCOCC3)c2n1 | -10.0%

Not all compounds are listed; the hit share may differ from the screen's.
